# NCI-60 one-dose screen, 48 h, at 10 µM unless noted. Numbers give growth in % (100 = growth as untreated, 0 = no growth, -100 = all killed).
# MDA-MB-435 – MDA-MB-435 melanoma; 7.8% of 82,000 active
# MALME-3M – MALME-3M melanoma; AID 1794766; 5.8% of 78,000 active
# SK-MEL-2 – SK-MEL-2 melanoma; 4.7% of 77,000 active
# SK-MEL-5 – SK-MEL-5 melanoma; 6.4% of 80,000 active; AID 1794755
# LOX IMVI – LOX IMVI melanoma; 7.4% of 79,000 active
# UACC-257 – UACC-257 melanoma; AID 1794764; 4.4% of 78,000 active
# SK-MEL-28 – SK-MEL-28 melanoma. 4.1% of 81,000 active
# UACC-62 – UACC-62 melanoma. 5.4% of 81,000 active
# * = called active by the depositor; nt = no result given; & = joins results of further samples; [ ] = dose if it differs, or a comment. How the source made its calls: active means growth percent below 10; inactive means the rest.
SMILES,MDA-MB-435,MALME-3M,SK-MEL-2,SK-MEL-5,LOX IMVI,UACC-257,SK-MEL-28,UACC-62
COc1ccc(/C=N/N2CC(C)OC(C)C2)cc1OC1CCCC1 (configuration not stated),101,123,94,83,69,99,100,57
C=C(C)c1ccc(C)cc1,112,88,nt,102,98,89,105,103
Clc1nc2ccc(Br)cc2cc1-c1nc2ccccc2[nH]1,102,97,120,85,70,102,105,91
COc1ccc2c(C3=C(c4c[nH]c5ccccc45)C(=O)NC3=O)coc2c1,73,97,99,82,80,104,99,71
COC(CN1C=C(Sc2ccccc2)CC1)OC,104,109,110,94,93,91,105,89
CC(C)C1=C[C@@]23CC[C@@H]4[C@](C)(CCC[C@@]4(C)C(=O)N4CCCNCC4)[C@H]2C[C@@H]1[C@H]1C(=O)CCC(=O)[C@H]13,109,100,103,98,92,106,109,98
Nc1nc(SCc2ccccn2)c2[nH]cnc2n1,95,93,95,107,109,104,137,84
COC(=O)C(Cc1ccccc1)N1CC(=O)N2[C@@H](c3ccccc3)SC[C@H]2C1=O (some centres not stated),100,95,107,107,103,102,118,99
C/C(=C/c1ccco1)[N+](=O)[O-],103,95,93,102,94,95,107,105
O=c1nc(N[C@@H]2C[C@H](CO)[C@@H](O)[C@H]2O)[nH]c(=O)[nH]1,104,114,107,102,95,103,nt,108
C=C1C(=O)O[C@H]2[C@H]1CC/C(COC(=O)NCc1cccc(OC)c1)=C\CC[C@@]1(C)O[C@@H]21,46,-26*,41,30,5.6*,25,22,32
COc1ccc(-c2cc(-c3cccnc3)nc3sc4c(=O)[nH]cnc4c23)cc1OC,99,93,115,90,96,105,85,104
O=C1CCCN1C1CCN(Cc2ccccc2)c2ccccc21 (configuration not stated),97,92,88,106,98,116,113,94
Cc1cc(CNc2nc3ccc(OC/C(=C\F)CN)cc3o2)cc(C)n1,103,97,112,98,97,108,109,93
CC(C)c1cccc(C(C)C)c1OCC(C)(C)CN1CCCCC1,116,102,92,97,98,89,100,98
CCCNC(=O)Oc1ccc(/C(=C(/C)Cc2ccc(OC)cc2)c2ccc(OCCN3CCOCC3)cc2)cc1,93,104,104,92,98,103,102,93
Cc1ccc(-c2nc3nc(-c4ccccc4)nc(N4CCCN(S(=O)(=O)c5ccc(C)cc5)CC4)c3o2)cc1,97,94,97,97,96,98,105,82
OB(O)c1ccc(Br)cc1,98,106,115,100,94,nt,104,95
O=C(O)c1c(CNCc2ccccc2Cl)nc2ccc(Cl)cc2c1-c1ccccc1,121,123,86,107,104,110,93,99
OCC1OC(n2cnc3c(SCc4ccccc4)nc(NO)nc32)C(O)C1O (configuration not stated),103,115,117,99,96,101,109,95
NS(=O)(=O)c1ccc(N2CC(c3nc4ccccc4[nH]3)CC2=O)cc1 (configuration not stated),104,93,102,100,94,109,103,97
CCC(C)C1(C2CCCC2)NC(=O)NC1=O (configuration not stated),102&121,114,129&94,nt,92,101&95,108&109,97&95
O=c1oc2c3ccccc3nn2c2ccccc12,104,105,105,101,99,101,105,93
NNc1ccc(-c2ccc(NN)cc2)cc1,126,116,nt,104,103,110,118,115
CC(=O)N1N=C(c2ccc(Nc3nc(NCCO)nc(NCCO)n3)cc2)CC1c1ccc(Cl)cc1 (configuration not stated),101,91,nt,98,94,92,104,107
COC(=O)[C@H](OC(C)=O)[C@H]1C(C)(C)[C@H](OC(C)=O)C2CC3=C4CC(=O)O[C@@H](c5ccoc5)[C@]4(C)CC[C@@H]3[C@@]1(C)C2=O,99,92,102,93,100,88,100,92
Cc1[nH]nc2ncnc(N)c12,108,89,95,95,97,95,120,86
CC(=O)C(N=Nc1ccc(-c2ccc(N=NC(C(C)=O)C(=O)Nc3ccccc3C)c(Cl)c2)cc1Cl)C(=O)Nc1ccccc1C (configuration not stated),106,104,122,103,96,93,102,98
C=CC[P+](CC=C)(CC=C)c1ccccc1,nt,95,125,113,95,99,105,111
COc1cccc(OC)c1C(=O)O,104,109,101,107,100,93,106,111
O=S(=O)(O)c1cccc2c1oc1ccccc12,103,106,99,104,90,105,109,100
CNC(=O)c1ccccc1O,104,101,91,102,96,111,107,99
CC1(c2ccc(F)cc2)OC(=O)c2c1ccc1ccccc21 (configuration not stated),98,nt,95,107,98,92,104,97
O=c1oc2cc(O)ccc2cc1-c1cc2ccc(O)cc2oc1=O,100,88,102,112,89,nt,124,92
CC(C)c1cc(C(C)C)c(S(=O)(=O)Oc2ccc(NC(=O)c3ccc(Cl)cc3)cc2)c(C(C)C)c1,41,54,31,31,33,25,57,9.1*
CCOC(=O)C1CCN(C(=O)c2ccccc2)c2scc(-c3ccccc3)c2C1=O (configuration not stated),102,101,93,nt,95,96,108,91
COc1cc(-c2nc(-c3ccccc3)[nH]c2-c2ccnc(NCCCNS(=O)(=O)c3ccc(Cl)cc3)n2)ccc1F,46,87,85,63,67,76,71,85
O=C(O)C(Cc1ccccc1)NSc1ccccc1[N+](=O)[O-] (configuration not stated),112,99,105,102,105,106,96,101
COc1ccc(NC(=O)Nc2ccc(OCCCCCC(=O)Nc3ccccc3O)cc2)cc1,109,92,101,96,95,102,113,97
Cc1ccc(S(=O)(=O)Nc2ccsc2-c2nc(-c3ccccc3)no2)cc1,19,92,74,94,85,75,82,60
Cc1nc2sc(C(=O)Nc3cccc(Cl)c3C)c(N)c2cc1C(C)O (configuration not stated),1.5*,71,24,9.6*,30,47,62,31
CCCCCCOC(=O)c1cccnc1,95,99,125,106,93,97,109,96
Cc1ccc(C2=CSC3=NC(=O)C(CCN4CCCC4)N23)cc1 (configuration not stated),94,114,110,100,91,100,119,83
Cn1c(=O)[nH]c2nc(SCC(=O)c3ccc([N+](=O)[O-])cc3)[nH]c2c1=O,99,99,94,nt,99,100,109,99
O=C(NCc1ccccc1)NS(=O)(=O)c1ccc(N2N=C(c3cc4ccccc4oc3=O)CC2c2cccs2)cc1 (configuration not stated),103,91,96,101,98,104,97,102
CCCCC1COc2cccc3c(SCC(=O)N(C)c4cccc5ccccc45)cc[n+]1c23 (configuration not stated),103,107,102,99,91,101,111,100
O=C(CC(C[N+](=O)[O-])c1ccccc1)c1ccccc1 (configuration not stated),108,114,108,99,103,105,109,93
C#CCC1(c2cccc(Cl)c2)NS(=O)(=O)c2ccccc21 (configuration not stated),112,101,93,104,94,nt,114,103
O=C(Cc1ccc(Cl)cc1)n1cccc1,94,86,102,104,98,142,125,106
COc1cccc(OC2=CC(=O)c3ccc(C)nc3C2=O)c1,96,120,101,90,76,93,109,87
CCCC(=O)Nc1ccccc1OC,98,107,109,99,101,100,108,106
O=C1c2c(nc3ccccn23)NC(c2cccnc2)=N[C@H]1Cc1ccccc1,98,106,119,105,96,87,112,104
CCOC(=O)c1cc[nH]c1CC(=O)NC,108,114,114,99,102,101,120,100
CCC1(c2ccccc2)SC(=O)NC1=O (configuration not stated),121,100,102,109,98,104,102,103
Clc1cc(Cl)cc(-c2cnc3nonc3n2)c1,103,77,99,107,95,90,91,83
c1ccc2cc(Nc3ccc4ccccc4c3)ccc2c1,61,80,96,93,85,nt,99,75
COc1cc(NC(C)CCCNC(=O)CCC(=O)NCCCNCCCCNCCCNC(=O)CCC(=O)NCCCC(C)Nc2cc(OC)cc3cccnc23)c2ncccc2c1 (configuration not stated),110[9 µM],116[9 µM],99[9 µM],99[9 µM],81[9 µM],105[9 µM],112[9 µM],89[9 µM]
Clc1ccc(-c2cc(-c3cc(-c4ccc(Cl)cc4Cl)n[nH]3)[nH]n2)c(Cl)c1,93,99,122,96,nt,109,103,85
NC(N)=NN=C1CCCCC1,96,101,100,101,91,112,116,85
CCC(C)(C)c1ccc(Nc2ccc(Nc3ccc(C(C)(C)CC)cc3)cc2)cc1,97,97,96,99,90,80,105,83

# Other compounds follow:
SMILES,MDA-MB-435,MALME-3M,SK-MEL-2,SK-MEL-5,LOX IMVI,UACC-257,SK-MEL-28,UACC-62
CC(C)C1=C[C@@]23CC[C@H]4[C@](C)(CO)CCC[C@]4(C)[C@H]2C[C@@H]1[C@@H]1[C@H]3[C@@H](OCCCN)CC[C@@H]1OCCCN,94,92,96,97,96,102,97,82
C=CC(=O)N(C)[C@H]1C[C@H]2OC(C)(C1OC)n1c3ccccc3c3c4c(c5c6ccccc6n2c5c31)C(=O)NC4 (some centres not stated),6.0*,-47*,-25*,-94*,-56*,nt,5.5*,-28*
Cn1ccc2cc(-c3ccc(C4CC4)o3)ccc21,97,95,116,101,98,116,111,92
N#CC1=C(N)Oc2cc(O)ccc2C1c1cccnc1 (configuration not stated),93,99,106,98,93,106,99,108
CCNC(=S)Nc1ncccc1OCc1cccc(Cl)c1,88,116,85,70,nt,79,95,56
CC12CCC(C(NC(N)=S)C1=O)C2(C)C (configuration not stated),121,98,nt,109,66,101,110,110
Cc1ccc(-c2cc(C=C3C(=O)NC(=O)NC3=O)nn2-c2ccccc2)cc1,97,86,110,97,95,98,99,95
O=C1NC(=O)C2(CCCc3ccc([N+](=O)[O-])cc32)N1 (configuration not stated),119,102,94,103,97,97,119,111
Oc1ccc(/C=N/Nc2nc3ccccc3s2)c(O)c1,40,52,24,41,21,37,51,36
O=c1[nH]c(=S)[nH]cc1Oc1ccc(Cl)cc1Cl,106,111,94,100,97,97,115,86
Cc1occc1-c1nnc(SCC(=O)c2ccc(NC(=O)CC(C)C)cc2)o1,98,90,91,95,105,nt,123,104
Cc1ccc(-c2csc(/N=C3\C(=O)Nc4ccc(C)cc43)n2)cc1,106,92,71,94,93,85,106,86
O=C(O)/C=C/C(=O)Nc1ccc(Cl)cc1,102,103,81,101,96,nt,105,113
O=C1c2c(c3c4ccc(Br)cc4oc3c3[nH]c4ccccc4c23)C(=O)N1CCO,59,65,nt,17,7.5*,nt,70,23
CC(C)CCOC(=O)C(O)c1ccccc1 (configuration not stated),107,97,100,106,93,120,114,95
COC(=O)c1ccccc1N(C)C,108,101,99,101,95,103,103,105
CCOC(=O)/C(C#N)=C/Nc1cc(C(=O)OCC)cc2c(OC)c(OC)ccc12,97,86,103,93,83,100,98,92
COc1ccc2cc(C(C)C(=O)Nc3ccc(S(=O)(=O)Nc4ncccn4)cc3)ccc2c1 (configuration not stated),107,108,128,104,89,nt,105,106
C#C[C@@]1(O)[C@@H](CO)O[C@@H](n2cc(I)c3c(N)ncnc32)[C@@H]1O,15,-5.6*,-28*,-9.3*,-42*,45,43,4.3*
COc1ccc2c(c1)c(-c1nc(N)nnc1-c1c[nH]c3ccc(F)cc13)cn2C,77,82,90,81,82,88,76,62
O=[N+]([O-])c1ccc(NC(=S)NCCNC(=S)Nc2ccc([N+](=O)[O-])cc2)cc1,80,94,99,81,61,86,102,43
Cc1cc2nc3c(=O)[nH]c(=O)nc-3n(CCOC(=O)CCC(=O)O)c2cc1C,106,86,104,103,86,104,114,nt
COc1ccc(C2NC(=O)Cc3c2sc2c(F)cccc32)cc1 (configuration not stated),68,89,113,98,98,112,99,88
C=C(C)C[C@@]1(C)CC2[C@@]3(C)CC[C@H](O)C(C)(C)C3CC[C@@]2(C)[C@H](C(=O)OC)C1=O (some centres not stated),105,108,99,93,95,100,112,78
Cc1ccc(C(=O)CC(O)c2coc(-c3ccc(Cl)cc3)n2)cc1 (configuration not stated),103,112,nt,101,103,85,106,79
CN1CCC(=O)NC1=O,112,nt,124,105,97,101,112,95

# Structures from the list above with an NH in an aromatic ring (15):
SMILES,MDA-MB-435,MALME-3M,SK-MEL-2,SK-MEL-5,LOX IMVI,UACC-257,SK-MEL-28,UACC-62
Clc1nc2ccc(Br)cc2cc1-c1nc2ccccc2[nH]1,102,97,120,85,70,102,105,91
COc1ccc2c(C3=C(c4c[nH]c5ccccc45)C(=O)NC3=O)coc2c1,73,97,99,82,80,104,99,71
Nc1nc(SCc2ccccn2)c2[nH]cnc2n1,95,93,95,107,109,104,137,84
O=c1nc(N[C@@H]2C[C@H](CO)[C@@H](O)[C@H]2O)[nH]c(=O)[nH]1,104,114,107,102,95,103,nt,108
COc1ccc(-c2cc(-c3cccnc3)nc3sc4c(=O)[nH]cnc4c23)cc1OC,99,93,115,90,96,105,85,104
NS(=O)(=O)c1ccc(N2CC(c3nc4ccccc4[nH]3)CC2=O)cc1 (configuration not stated),104,93,102,100,94,109,103,97
Cc1[nH]nc2ncnc(N)c12,108,89,95,95,97,95,120,86
COc1cc(-c2nc(-c3ccccc3)[nH]c2-c2ccnc(NCCCNS(=O)(=O)c3ccc(Cl)cc3)n2)ccc1F,46,87,85,63,67,76,71,85
Cn1c(=O)[nH]c2nc(SCC(=O)c3ccc([N+](=O)[O-])cc3)[nH]c2c1=O,99,99,94,nt,99,100,109,99
CCOC(=O)c1cc[nH]c1CC(=O)NC,108,114,114,99,102,101,120,100
Clc1ccc(-c2cc(-c3cc(-c4ccc(Cl)cc4Cl)n[nH]3)[nH]n2)c(Cl)c1,93,99,122,96,nt,109,103,85
O=c1[nH]c(=S)[nH]cc1Oc1ccc(Cl)cc1Cl,106,111,94,100,97,97,115,86
O=C1c2c(c3c4ccc(Br)cc4oc3c3[nH]c4ccccc4c23)C(=O)N1CCO,59,65,nt,17,7.5*,nt,70,23
COc1ccc2c(c1)c(-c1nc(N)nnc1-c1c[nH]c3ccc(F)cc13)cn2C,77,82,90,81,82,88,76,62
Cc1cc2nc3c(=O)[nH]c(=O)nc-3n(CCOC(=O)CCC(=O)O)c2cc1C,106,86,104,103,86,104,114,nt

# Screening data deposited in PubChem by NCI.

# Rows were taken by chance (roughly 12% active in at least one column).
